PDI inh – inhibitors of human protein disulfide isomerase. P07237. PDI insulin aggregation turbidity, A650, 90 min. inhibition, % at 10 µM. 0.052% of 350,000 active. AID 588391;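 active means mean inhibition across replicates of 30% or more, whatever share of single replicates reach that level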;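 further: absorbance from insulin aggregation driven by PDI reduction with DTT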
Target sequence (P07237 whole entry, looked up): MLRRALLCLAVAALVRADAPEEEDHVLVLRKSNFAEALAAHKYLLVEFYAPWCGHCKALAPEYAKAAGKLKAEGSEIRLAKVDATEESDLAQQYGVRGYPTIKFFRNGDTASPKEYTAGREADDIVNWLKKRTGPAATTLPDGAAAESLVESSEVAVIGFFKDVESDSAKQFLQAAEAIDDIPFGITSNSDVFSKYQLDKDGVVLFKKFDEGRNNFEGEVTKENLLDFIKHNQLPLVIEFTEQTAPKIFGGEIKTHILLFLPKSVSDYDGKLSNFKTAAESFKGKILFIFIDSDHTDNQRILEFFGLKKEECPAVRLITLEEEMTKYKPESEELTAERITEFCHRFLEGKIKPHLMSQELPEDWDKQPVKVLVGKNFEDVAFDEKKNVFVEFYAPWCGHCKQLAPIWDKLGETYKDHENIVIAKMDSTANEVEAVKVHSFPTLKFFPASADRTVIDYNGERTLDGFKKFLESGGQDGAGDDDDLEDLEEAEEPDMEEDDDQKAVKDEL
Granule exo inh – blocks lytic granule exocytosis | TALL-104 LAMP-1 surface exposure, flow cytometry; cells stimulated with thapsigargin and PMA | inhibition, % at 10 µM | 0.66% of 360,000 active;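 active means inhibition above about 55%, limit read from the data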
MITF TRPM1 inh – reduces MITF-dependent TRPM1 promoter luciferase signal; inhibition, % at 12.5 µM; 0.83% of 330,000 active; AID 488899; SK-MEL-5 TRPM1 promoter luciferase, 24 h;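 active means mean inhibition across replicates of 60% or more, whatever share of single replicates reaches that level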; further: values of inactives mirror those of a sister screen read the other way
Peg3 promoter – inhibitors of Peg3 promoter; HeLa PEG-Prom luciferase reporter, luminescence, overnight; inhibition, % at 20 µM; 1.7% of 360,000 active;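 active means inhibition of at least 50% at 20 µM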
HIF-2a inh – blocks HIF-2a reporter activity. 786-0 RCC cells HIF-2a reporter, luciferase luminescence, overnight. inhibition, % at 18.8 µM. 0.72% of 360,000 active. AID 624352;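 active means inhibition of the luminescence signal of 40% or more relative to plate controls, in a single-dose primary screen at 18.75 µM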
aDG glyco act – alpha-DG glycosylation activation; Pro5-aDG cells, alpha-DG glycosylation AlphaScreen (IIH6); 0% Pro5, 100% B10-LARGE cell signal; activation, % at 10 µM; AID 624168; 0.22% of 360,000 active;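 active means activation of at least 8% versus controls, or a plate z-score of at least 8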;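 further: Pro5 are CHO cells carrying HIG-tagged alpha-DG that lacks glycosylation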
NR2E3 ag-1 – activates human NR2E3 receptor | Q9Y5X4 | CHO-S Gal4-NCOR/VP16-NR2E3 two-hybrid, luciferase | inhibition of corepressor binding, % at 3.98 µM | 0.35% of 360,000 active | AID 602229;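 active means inhibition above the mean of all tested compounds plus 3 SD, cut at about 70% in these data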;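 further: 0% = DMSO with NR2E3 transfected cells and 100% = cells lacking NR2E3 construct; higher means lower luciferase signal from less NR2E3 corepressor binding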
Target sequence (Q9Y5X4 whole entry, looked up, the tested form may be a part): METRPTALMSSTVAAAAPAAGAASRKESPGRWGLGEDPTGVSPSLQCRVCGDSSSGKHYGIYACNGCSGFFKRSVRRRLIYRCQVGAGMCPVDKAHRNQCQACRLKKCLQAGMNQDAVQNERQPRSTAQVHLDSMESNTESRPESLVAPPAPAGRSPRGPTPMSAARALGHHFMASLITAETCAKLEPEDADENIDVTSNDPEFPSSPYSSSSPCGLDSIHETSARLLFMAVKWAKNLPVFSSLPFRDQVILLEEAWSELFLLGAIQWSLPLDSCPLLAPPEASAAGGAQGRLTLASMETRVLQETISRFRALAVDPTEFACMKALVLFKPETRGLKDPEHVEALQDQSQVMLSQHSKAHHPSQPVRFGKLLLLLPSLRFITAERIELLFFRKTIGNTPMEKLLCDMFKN
Vif inh – inhibitors of HIV Vif. HEK293T cells, Vif self-association by quenched fluorescence, imaging, 24 h. inhibition, % at 7.49 µM. 0.35% of 340,000 active; in the data active means inhibition above about 50%, passing the limit was not always enough; further: some results filed as inactive read as strong as hits
NR2E3 ag-2 – NR2E3 (human) agonism; AID 2300; GST-NR2E3/biotin-RetCOR TR-FRET, 1536-well; inhibition of corepressor binding, % at 4.78 µM; Q9Y5X4; 0.12% of 320,000 active;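 active means percent inhibition above the cutoff of mean plus 3 SD of all tested compounds, set per screening campaign, cut at about 20% in these data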;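 further: 0% = DMSO wells and 100% = biotin wells as full block of FRET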
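Material: NR2E3–RetCOR corepressor complex / Incubation: Compound–protein incubation for 5 h at 4 °C / Dosing: compound at 4.8 µM, single dose / Detection: time-resolved FRET / Benchmarks: high control biotin, low control 0.6% DMSO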
hiPSC survival – hiPSC single-cell survival enhancement; ATPlite luminescence; 100% = ROCK inhibitor wells, 0% = DMSO; survival enhancement, % at 20 µM; 0.044% of 360,000 active; AID 602274; in the data active means survival enhancement above about 18%;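 further: cells exposed to compounds for 16 hours before the ATP read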
CaV13 ICDI inh – Disruptors of the CACNA1D IQ motif to Ca2+-dependent inactivation inhibitor domain association, primary screening, Förster resonance energy transfer in intact living …; 0.098% of 340,000 active; HEK cells, CFP/YFP FRET ICDI-IQ, plate reader, 10 min; percent FRET-ratio fall versus neutral wells; AID 743397; inhibition, % at 12.3 µM;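 active means mean replicate inhibition of at least 30% and at least 1% of replicates passing that level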;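 further: 0% = median of the neutral control wells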
Starred values were filed as active, the others as inactive; x = not tested or not shown; & = joins results of further samples. Only part of the results is shown. The share of hits here may be higher or lower than overall.

The opening six compounds (preview)
| mol | PDI inh | Granule exo inh | MITF TRPM1 inh | Peg3 promoter | HIF-2a inh | aDG glyco act | NR2E3 ag-1 | Vif inh | NR2E3 ag-2 | hiPSC survival | CaV13 ICDI inh |
| --- | --- | --- | --- | --- | --- | --- | --- | --- | --- | --- | --- |
| O=C(c1ccc(Cl)cc1)C1CCCN(Cc2ccc3nonc3c2)C1 (stereo not given) | 3 | 0 | 5 | -2 | 1 | -0.1 | 1 | -8 | 0 | -0.1 | -4 |
| O=C1C2CCCN2C(c2ccncc2)N1c1ccc(Cl)c(Cl)c1 (stereo not given) | 0 | -4 | 3 | 7 | 8 | -0.1 | -13 | -8 | -1 | -0.7 | -4 |
| C[C@]12CC[C@H](OC(=O)CCC(=O)O)CC1=CCC1C2CC[C@@]2(C)C1CC[C@@H]2OC(=O)CCC(=O)O (stereo not given in full) | -6 | 38 | 1 | 9 | 13 | 0.0 | 16 | 15 | x | 3.9 | -5 |
| CCOC(=O)C1=C(C)OC(N)=C(C(=O)OCC)[C@@]12C(=O)N(CC(N)=O)c1ccccc12 | -1 | -1 | 10 | 2 | 1 | 0.0 | -18 | -4&6 | 0 | 4.4 | x |
| O=C(c1ccccc1F)c1cn(Cc2ccc(F)cc2)c2ccccc12 | 1 | -3 | -1 | 20 | 11 | 2.1 | -20 | 3 | -1 | 2.1 | -1 |
| Cc1cc(OC(=O)N(C)C)nc(-c2ccc(C)c(Cl)c2)n1 | -2 | -15 | -8 | -16 | -44 | 0.1 | -18 | 3 | -1 | -0.4 | -20 |

The list itself, previewed entries included:
| mol | PDI inh | Granule exo inh | MITF TRPM1 inh | Peg3 promoter | HIF-2a inh | aDG glyco act | NR2E3 ag-1 | Vif inh | NR2E3 ag-2 | hiPSC survival | CaV13 ICDI inh |
| --- | --- | --- | --- | --- | --- | --- | --- | --- | --- | --- | --- |
| O=C(c1ccc(Cl)cc1)C1CCCN(Cc2ccc3nonc3c2)C1 (stereo not given) | 3 | 0 | 5 | -2 | 1 | -0.1 | 1 | -8 | 0 | -0.1 | -4 |
| O=C1C2CCCN2C(c2ccncc2)N1c1ccc(Cl)c(Cl)c1 (stereo not given) | 0 | -4 | 3 | 7 | 8 | -0.1 | -13 | -8 | -1 | -0.7 | -4 |
| C[C@]12CC[C@H](OC(=O)CCC(=O)O)CC1=CCC1C2CC[C@@]2(C)C1CC[C@@H]2OC(=O)CCC(=O)O (stereo not given in full) | -6 | 38 | 1 | 9 | 13 | 0.0 | 16 | 15 | x | 3.9 | -5 |
| CCOC(=O)C1=C(C)OC(N)=C(C(=O)OCC)[C@@]12C(=O)N(CC(N)=O)c1ccccc12 | -1 | -1 | 10 | 2 | 1 | 0.0 | -18 | -4&6 | 0 | 4.4 | x |
| O=C(c1ccccc1F)c1cn(Cc2ccc(F)cc2)c2ccccc12 | 1 | -3 | -1 | 20 | 11 | 2.1 | -20 | 3 | -1 | 2.1 | -1 |
| Cc1cc(OC(=O)N(C)C)nc(-c2ccc(C)c(Cl)c2)n1 | -2 | -15 | -8 | -16 | -44 | 0.1 | -18 | 3 | -1 | -0.4 | -20 |
| COc1ccc(Cn2c(O)c(C=Nc3c(C)n(C)n(-c4ccccc4)c3=O)c(=O)[nH]c2=O)cc1 | 9 | -2 | -2 | 8 | 6 | 0.0 | 13 | 1 | 0 | -1.0 | -3 |
| O=c1[nH]c(=O)n(-c2ccc(Br)cc2)c(O)c1C=NC(CO)(CO)CO | 0 | -7 | x | 1 | 16 | -0.1 | -43 | -2 | -2 | -0.6 | -5 |
| CC(NCc1cccc(Cl)c1Cl)C(O)c1ccccc1 (stereo not given) | 1 | 3 | -25 | -12 | -12 | 0.5 | 8 | -4 | -2 | -0.2 | -3 |
| CN1C(=O)C(=CN2CCN(C(=O)c3ccco3)CC2)C(=O)N(C)C1=S | -6 | 3 | -18 | -2 | 19 | -0.1 | 21 | 0 | -4 | -2.5 | -6 |
| CCC(=Nc1ccc2c(c1)CCC2)c1c(O)n(-c2ccc(OC)cc2)c(=O)[nH]c1=O | -2 | 0 | 12 | 8 | 5 | 0.1 | 6 | -3 | 1 | -0.5 | -5 |
| CC(=O)Nc1ccccc1C(=O)OCc1cccc(F)c1 | -6 | 2 | 10 | -208 | -281 | 0.3 | -36 | 8 | 1 | 0.8 | -2 |
| Cc1cc(/C=C2\C(=O)NC(=O)N(Cc3ccco3)C2=O)c(C)n1-c1ccc(C(=O)O)cc1 | -5 | 6 | -17 | 14 | 0 | 0.0 | -20 | -4 | -2 | 0.0 | -13 |
| O=C(c1cc(S(=O)(=O)N2CCC3(CC2)OCCO3)ccc1F)N1CCC2(CC1)OCCO2 | 3 | 3 | 3 | 8 | 22 | -0.1 | 11 | -3 | -3 | -0.6 | 8 |
| C=CCN1C(=O)/C(=C/c2ccc(Br)s2)C(=O)NC1=S | -13 | 44 | 2 | 10 | 14 | 0.0 | -2 | 4 | 1 | 1.5 | -2 |
| CC1OC(OC2C=C3CCC4C(CCC5(C)C(c6ccc(=O)oc6)CCC45O)C3(C)CC2)C(O)C(OC2OC(CO)C(O)C(O)C2O)C1O (stereo not given) | 10 | 14 | 72* | 98* | 70* | 0.0 | 9 | -8 | x | -3.4 | -3 |
| CN1CCN(c2cc([N+](=O)[O-])ccc2Cl)CC1 | 8 | 2 | 24 | 8 | 10 | 0.6 | -22 | 1 | -1 | 2.2 | 4 |
| CN1CCc2c(C#N)c(Cl)nc(Cl)c2C1 | -6 | -5 | 4 | -1 | 20 | 0.0 | 15 | -9 | 2 | -1.0 | -6 |
| CCCC1=C(C(=O)OCC)C2(C(=O)Nc3ccccc32)C(C#N)=C(N)O1 (stereo not given) | 0 | 0 | 2 | 18 | 10 | 0.0 | -37 | 0 | -1 | -1.3 | -5 |
| COc1ccc(CCn2c(O)c(C=NCCCO)c(=O)[nH]c2=O)cc1OC | -2 | 4 | -8 | 11 | 2 | -0.2 | 18 | 23 | 3 | -2.0 | x |
| COc1cc(CN2CCN(C(=O)COc3ccccc3)CC2)cc(OC)c1OC | 2 | -2 | 15 | 19 | 13 | 0.2 | 6 | -10 | -3 | 1.9 | -2 |
| CC(=O)N1CN(C(C)=O)CN(C(C)=O)C1 | -17 | -8 | 0 | 7 | 13 | -0.5 | -1 | -16 | 2 | 0.5 | 13 |
| O=Cc1cn(Cc2ccc([N+](=O)[O-])cc2)c2ccccc12 | 9 | -1 | 7 | 91* | -4 | 0.1 | -8 | 8 | -1 | 0.9 | -6 |
| OC(CNCCc1c[nH]c2ccccc12)c1ccccc1 (stereo not given) | 7 | 7 | 2 | -1 | 9 | 0.1 | -5 | 32 | 5 | -0.7 | -7 |
| CCn1cc(CN2CCCC(C(=O)c3cccc(C(F)(F)F)c3)C2)cn1 (stereo not given) | -7 | 0 | x | 6 | 1 | -0.1 | -10 | x | x | -0.5 | -5 |
| S=C1CN=C(c2ccccc2)c2cc(Cl)ccc2N1 | 0 | 5 | 12 | 27 | 6 | 0.0 | 1 | 8 | 2 | 0.7 | -4 |
| Clc1ccc(CNCCc2ccc3c(c2)OCO3)cc1 | 2 | -1 | -11 | -5 | 6 | 0.2 | 13 | 6 | 1 | -0.4 | -18 |
| Cc1cccc(N2C(=O)NC(=O)/C(=C/c3cc4c(cc3[N+](=O)[O-])OCO4)C2=O)c1 | 5 | -4 | -4 | -2 | 7 | -0.1 | -9 | 5 | -4 | -1.2 | -104 |
| COc1ccc(CC(C)NCCc2ccc(OC)c(OC)c2)cc1 (stereo not given) | 7 | 0 | 3 | -8 | 9 | 0.0 | -48 | -4 | 3 | 0.7 | -3 |
| O=c1[nH]c(=S)[nH]c(O)c1/C=C1/C=c2ccccc2=N1 | 5 | 8 | 43 | 38 | 22 | 0.3 | 1 | 32 | 0 | 0.8 | -21 |
| CC(C)CCn1c(N)c(C(=O)NCc2cccs2)c2nc3ccccc3nc21 | 0 | 32 | 1 | 25 | 0 | 2.1 | -37 | -2 | 1 | -2.5 | -4 |
| NC(=O)c1ccc(N=Cc2c(O)n(Cc3ccco3)c(=O)[nH]c2=O)cc1 | 15 | -3 | 0 | 17 | 21 | -0.2 | -24 | 6 | 7 | 0.3 | -5 |
| CC(Cc1ccccc1)NC(=O)CN1CCCC1=O (stereo not given) | -4 | 15 | -1 | 8 | 3 | 0.6 | 26 | 3 | -3 | -0.7 | -1 |
| COc1ccc(C(=O)C2CCCN(CCc3ccccc3)C2)cc1OC (stereo not given) | 1 | -2 | x | 8 | 15 | -0.2 | 13 | x | x | 0.9 | -5 |
| CC12CCCCC1=NC(c1ccc(Br)cc1)N2O (stereo not given) | 9 | 0 | 6 | -19 | -4 | -0.3 | -2 | 8 | -2 | -0.1 | -8 |
| Cc1nc2ccccc2c(=O)n1-c1ccc(F)cc1 | -6 | -3 | 7 | 24 | 2 | -0.4 | 0 | -5 | 2 | 2.0 | 3 |
| COc1ccccc1N1CCN(Cc2ccccc2F)CC1 | 9 | -2 | -2 | -11 | 5 | -0.1 | -15 | 10 | -1 | -1.3 | -5 |
| Fc1cccc(F)c1CN1CCN(c2ccc(Cl)cc2)CC1 | -3 | -1 | -18 | 4 | -23 | 0.0 | 3 | x | 0 | -0.1 | -4 |
| Fc1ccccc1CCNCc1ccccc1 | -1 | 3 | -11 | -18 | -4 | -0.1 | -20 | 9 | 2 | 0.9 | -5 |
| O=C(CN1CCCC1=O)Nc1ccccc1 | -8 | -1 | 6 | -4 | 1 | 0.0 | -7 | x | -3 | -1.4 | x |

Nothing new here: an excerpt of the list.
| mol | PDI inh | Granule exo inh | MITF TRPM1 inh | Peg3 promoter | HIF-2a inh | aDG glyco act | NR2E3 ag-1 | Vif inh | NR2E3 ag-2 | hiPSC survival | CaV13 ICDI inh |
| --- | --- | --- | --- | --- | --- | --- | --- | --- | --- | --- | --- |
| OC(CNCCc1c[nH]c2ccccc12)c1ccccc1 (stereo not given) | 7 | 7 | 2 | -1 | 9 | 0.1 | -5 | 32 | 5 | -0.7 | -7 |
| CCn1cc(CN2CCCC(C(=O)c3cccc(C(F)(F)F)c3)C2)cn1 (stereo not given) | -7 | 0 | x | 6 | 1 | -0.1 | -10 | x | x | -0.5 | -5 |

(more compounds)
| mol | PDI inh | Granule exo inh | MITF TRPM1 inh | Peg3 promoter | HIF-2a inh | aDG glyco act | NR2E3 ag-1 | Vif inh | NR2E3 ag-2 | hiPSC survival | CaV13 ICDI inh |
| --- | --- | --- | --- | --- | --- | --- | --- | --- | --- | --- | --- |
| O=C(NCC(c1cccnc1)N1CCN(c2ccccc2)CC1)Oc1ccccc1 (stereo not given) | 5 | -2 | 2 | -5 | 12 | 0.3 | -7 | 15 | -3 | 0.3 | x |
| COc1cc(CC(C)N)c(OC)cc1I (stereo not given) | 9 | -4 | -5 | -29 | -2 | -0.1 | -4 | -2 | -1 | 0.3 | -5 |
| OC(CNC1CCCCC1)C(F)(F)F (stereo not given) | -6 | -2 | 4 | 9 | 14 | 0.5 | 10 | 1 | 4 | 1.2 | -5 |
| COc1ccc(C(=O)OC2C[C@H]3CC[C@H](C2)N3C)cc1OC (stereo not given in full) | 3 | -4 | -2 | -5 | 1 | 0.2 | -6 | 1 | 6 | 1.9 | -5 |
| C#C[C@]1(O)CCC2C3C(=O)C=C4C(Cl)=CCC[C@]4(C)C3CC[C@@]21C (stereo not given in full) | -4 | 3 | 0 | 38 | 21 | 0.9 | 16 | -6 | x | -2.1 | -5 |

Assay outcomes deposited in PubChem BioAssay by several laboratories.
